# High-throughput results from PubChem BioAssay.
# NOD2-RIPK2 inh = blocks binding of human NOD2 to RIPK2. CHO BLA complementation NOD2-RIPK2, CCF4 ratio. inhibition, % at 4.98 µM. O43353. actives 0.38% (n = 360,000); in the data active = inhibition above about 21%;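 note: 0% = vehicle only and 100% = reference blocker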
# TROY signal inh = blocks TROY-dependent signaling in reporter cells; actives 0.98% (n = 360,000); inhibition, % at 10 µM; Q293 LMP1-TROYcd NF-kB luciferase reporter, 4 h;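 active = compounds whose plate-normalised and pattern-corrected inhibition of the luciferase reporter signal at the single screening dose is 50% or more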
# NCOA1 inh = inhibits human SRC1 coactivator. Q15788. HEK293 GAL4-SRC1 luciferase reporter, luminescence. inhibition, % at 3.6 µM. actives 0.12% (n = 360,000). AID 588354;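 active = inhibition above the campaign mean plus 3 SD, with each screening campaign given its own cutoff, cut at about 60% in these data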;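 note: 0% = DMSO treated cells and 100% = gossypol at 36 µM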
# Target sequence (Q15788 whole entry, looked up, the tested form may be a part): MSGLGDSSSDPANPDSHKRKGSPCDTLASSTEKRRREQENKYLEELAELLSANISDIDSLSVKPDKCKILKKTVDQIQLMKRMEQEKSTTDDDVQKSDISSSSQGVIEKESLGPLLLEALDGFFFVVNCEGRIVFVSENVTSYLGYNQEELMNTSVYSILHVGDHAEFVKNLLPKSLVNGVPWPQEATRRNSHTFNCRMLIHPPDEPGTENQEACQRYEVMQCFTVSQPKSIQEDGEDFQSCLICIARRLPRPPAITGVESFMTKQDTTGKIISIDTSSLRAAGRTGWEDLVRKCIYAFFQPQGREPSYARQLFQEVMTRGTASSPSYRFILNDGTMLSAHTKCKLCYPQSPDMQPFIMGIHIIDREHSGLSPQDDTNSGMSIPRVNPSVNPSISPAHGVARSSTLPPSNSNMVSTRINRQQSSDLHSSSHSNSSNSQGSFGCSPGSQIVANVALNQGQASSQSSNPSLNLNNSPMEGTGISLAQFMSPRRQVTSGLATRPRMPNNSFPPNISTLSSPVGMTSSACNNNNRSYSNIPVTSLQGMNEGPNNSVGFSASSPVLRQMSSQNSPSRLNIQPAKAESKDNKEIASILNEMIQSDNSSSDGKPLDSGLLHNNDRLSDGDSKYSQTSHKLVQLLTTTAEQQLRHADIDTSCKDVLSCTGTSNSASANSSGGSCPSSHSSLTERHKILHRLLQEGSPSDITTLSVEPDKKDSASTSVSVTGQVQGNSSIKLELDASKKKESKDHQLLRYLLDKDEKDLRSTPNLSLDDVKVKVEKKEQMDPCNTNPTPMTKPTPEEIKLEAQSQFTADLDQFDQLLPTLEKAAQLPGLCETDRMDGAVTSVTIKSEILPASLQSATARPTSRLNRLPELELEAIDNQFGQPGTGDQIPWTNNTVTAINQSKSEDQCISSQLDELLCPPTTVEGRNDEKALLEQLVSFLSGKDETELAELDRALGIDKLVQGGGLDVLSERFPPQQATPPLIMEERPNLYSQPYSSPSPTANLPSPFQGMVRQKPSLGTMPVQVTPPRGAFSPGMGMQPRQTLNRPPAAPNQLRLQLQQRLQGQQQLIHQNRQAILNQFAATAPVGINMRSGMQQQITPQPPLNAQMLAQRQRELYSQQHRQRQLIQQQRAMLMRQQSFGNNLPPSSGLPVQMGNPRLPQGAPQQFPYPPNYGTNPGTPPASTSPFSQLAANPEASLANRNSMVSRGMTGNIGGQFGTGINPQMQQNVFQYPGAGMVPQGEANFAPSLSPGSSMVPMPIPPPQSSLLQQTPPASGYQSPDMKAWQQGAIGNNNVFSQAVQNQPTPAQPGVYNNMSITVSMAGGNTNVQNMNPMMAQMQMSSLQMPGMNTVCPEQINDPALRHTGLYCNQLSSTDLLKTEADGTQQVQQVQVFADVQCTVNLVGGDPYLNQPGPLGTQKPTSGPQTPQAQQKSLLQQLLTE
# NR2F2 inh = NR2F2 (human) inhibition, primary screen. HEK293T NGFI-A luciferase reporter, luminescence. inhibition, % at 8.6 µM. actives 0.7% (n = 370,000);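 active = inhibition above a per-plate cutoff, mean inhibition of test wells between control levels plus 3 SD, cut at about 38% in these data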;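 note: cells cotransfected with COUP-TFII expression vector driving the NGFI-A reporter; 0% = median of COUP-TF2 test wells and 100% = reporter-only cells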
# ABHD5 PLIN5 PPI = blocks binding of human ABHD5 to perilipin-5. actives 0.78% (n = 360,000). inhibition, % at 4 µM. Split G. princeps luciferase complementation, luminescence, 4 h. AID 602281;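 active = inhibition above the mean inhibition across every tested compound plus 3 SD, cut at about 22% in these data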;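 note: 0% = DMSO only wells and the 100% control is not disclosed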
# NR5A2 inv ag = NR5A2 inverse agonism in reporter assay; actives 0.13% (n = 360,000); AID 602396; inhibition, % at 3.6 µM; O00482; HEK293T StAR-luciferase reporter, LRH-1 transfected, 24 h;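 active = inhibition above the mean inhibition of all tested compounds plus 3 SD, cut at about 73% in these data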;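 note: 0% = DMSO wells and 100% = reporter-only cells lacking LRH-1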
# TLR9-MyD88 inh = inhibitors of human TLR9-MyD88 binding | actives 0.21% (n = 340,000) | AID 504734 | CHO BLA complementation TLR9-MyD88, CCF4 FRET ratio | inhibition, % at 4.98 µM;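 active = inhibition above the mean over all tested compounds plus 3 SD, cut at about 21% in these data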;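 note: 0% = DMSO only wells and 100% = clavulanate BLA inhibitor control wells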
# NCOA2 inhibitor = human SRC2 (NCOA2) inhibition | Q15596 | actives 0.17% (n = 370,000) | HEK293 GAL4-SRC2 luciferase reporter, luminescence | inhibition, % at 9 µM;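 active = inhibition above the mean inhibition of all tested compounds plus 3 SD, set per campaign, cut at about 52% in these data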;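 note: 0% = DMSO treated cells and 100% = cells given Gossypol at 36 µM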
# SRC3 inh = inhibits human SRC3 coactivator; HEK293 GAL4-SRC3 luciferase reporter, luminescence; actives 0.17% (n = 360,000); inhibition, % at 3.6 µM; Q9Y6Q9; AID 588352;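 active = inhibition above a per-campaign cutoff, the mean of all compounds plus 3 SD, cut at about 60% in these data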;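 note: 0% = DMSO-treated cells and 100% = gossypol-treated cells at 36 µM; higher means less SRC3-driven luciferase light from the GAL4 reporter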
# Exocytosis inh = lytic granule exocytosis inhibition | TALL-104 LAMP-1 surface exposure, flow cytometry; cells stimulated with thapsigargin and PMA | inhibition, % at 10 µM | actives 0.66% (n = 360,000);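 active = inhibition above about 55%, limit read from the data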
# TWEAK-Fn14 inh = TWEAK-Fn14 signaling inhibition. TWEAK-stimulated Fn14 reporter cells, luciferase luminescence, 8 h. AID 1159606. inhibition, % at 10 µM. actives 2% (n = 360,000); in the data active = inhibition above about 50%
# * marks the source's active call; other numbers are inactive results; · = no result given. A portion of the library; the hit share may differ from the screen's.
SMILES,NOD2-RIPK2 inh,TROY signal inh,NCOA1 inh,NR2F2 inh,ABHD5 PLIN5 PPI,NR5A2 inv ag,TLR9-MyD88 inh,NCOA2 inhibitor,SRC3 inh,Exocytosis inh,TWEAK-Fn14 inh
CN(C)S(=O)(=O)c1cccc(C(=O)OCC(=O)N2CCCC2=O)c1,-9,8,-10,16,1,13,-4,9,8,3,-15
S=c1[nH]nc(COc2ccccc2)n1/N=C/c1ccccn1,-12,-9,-4,2,-8,0,-6,12,31,2,-5
O=C(NCCCCNC(=O)c1c(Cl)cccc1Cl)c1c(Cl)cccc1Cl,-7,-5,8,-2,6,-2,·,-28,4,-6,-7
COC(=O)COc1ccc2c(-c3cccc([N+](=O)[O-])c3)cc(=O)oc2c1,-10,·,3,-6,3,10,-2,-13,3,16,1
COc1ccc(C(=O)Sc2ccc(C)cc2)cc1OC,-4,1,-21,-8,-14,-1,2,1,-15,0,28
CCCC[C@@H]1CN=C(N)N1CCc1cccc(F)c1,-10,-2,-5,-7,8,10,1,14,-11,7,3
COc1cccc(CN2CCNC(=O)C2CC(=O)NCCc2cccc(C)n2)c1OC (stereo unspecified),0,13,9,10,-1,14,-4,-7,10,2,2
CN1C(=O)c2cccc3c(Cl)ccc(c23)C1=O,0,-28,7,20,-11,-12,3,-15,8,-2,-16
CC(C)(C)c1ccc(S(=O)(=O)NC(=O)C2(C)CCN2C(=O)Cc2cc(F)ccc2F)cc1 (stereo unspecified),5,-15,2,-9,-2,21,·,-7,-2,0,3
CCOC(=O)c1cnc2ccc(OC)cc2c1NCCc1ccc(OC)c(OC)c1,2,-3,3,-3,-1,8,-5,-1,21,2,0
CCC1(CCC(C)C)SC(N)=NC1=O (stereo unspecified),-60,-13,8,-2,-7,-7,-13,-3,-6,-2,5
COC(=O)c1sc2nc(SCc3cccc(F)c3)n(N)c(=O)c2c1C,-13,4,4,15,5,-5,-5,-6,-9,-3,-15
COc1ccc(NC(=O)c2sc3ncn(CC(=O)N4CCN(c5ccccn5)CC4)c(=O)c3c2C)c(OC)c1,-7,3,-9,-22,2,7,0,-2,-29,-3,-18
COc1cccc(NC(=O)C(OC(=O)/C=C/c2ccc3c(c2)OCO3)c2ccccc2)c1 (stereo unspecified),6,11,-19,5,-1,11,5,-47,0,0,-14
CCOc1ccc(N2CC(C(=O)N3CCc4ccccc43)CC2=O)cc1 (stereo unspecified),-7,15,-21,3,7,10,2,-4,0,-13,36
CC(C)C[C@H](NC(=O)Nc1ccc(Oc2ccccc2)cc1)C(=O)O,-3,-15,-8,-10,-1,3,-3,-21,19,-2,-1
CCOC(=O)C1(C)CCN1C(=O)COc1ccccc1 (stereo unspecified),-6,5,2,3,-8,11,·,-19,16,-15,10
Cc1nnc(NC(=O)CSc2ncnc3scc(-c4ccccc4)c23)s1,-5,22,-17,1,0,6,-5,-18,17,-1,-1
CCCCNc1c(-c2cccnc2)nc2nc(C)cc(C)n12,-15,-13,·,-2,-1,6,·,-14,·,-11,-1
Cc1cccc(-c2noc(CCC(=O)N3CCN(c4cc(C)ccc4C)CC3)n2)c1,-7,-38,-61,-48,-13,-74,-12,-52,-70,-2,-13
COc1cccc(NC(=S)N/N=C2\CC(C)(C)Oc3ccc(O)cc32)c1,-12,-6,4,5,-10,15,1,4,10,-2,-42
COc1ccc(Cl)cc1C(=O)NNC(=O)c1ccncc1,-2,-22,-55,-16,2,0,-7,-31,-12,14,0
COc1ccc(CCN2CC(C(=O)NCCc3ccc(C(F)(F)F)cc3)CCC2=O)cc1 (stereo unspecified),10,-10,-18,2,3,-20,-7,-1,-7,-17,-5
C[C@H](CO)N1C[C@H](C)[C@@H](CN(C)S(=O)(=O)c2cccs2)Oc2c(NC(=O)Nc3ccc4c(c3)OCO4)cccc2C1=O,6,-12,4,3,-2,-21,-6,-2,5,-4,-3
CCN(CC)S(=O)(=O)c1ccc(N2CCOCC2)c(NS(=O)(=O)c2ccc(C)cc2)c1,-8,1,-7,4,1,-22,-5,-9,21,-1,-1
COc1ccc([N+](=O)[O-])cc1NC(=O)C1(c2ccc(OC)c(OC)c2)CCOCC1,-13,-10,-24,8,4,-4,·,-43,8,3,0
CC(Sc1nnc(C2CCCCC2)n1N)C(=O)NCc1ccc2c(c1)OCO2 (stereo unspecified),-8,3,-12,-3,-1,21,5,7,11,-2,10
O=S1(=O)N[C@@H](Cc2ccccc2)COc2ccc(Cl)cc21,-7,-6,-16,13,4,19,-3,24,7,-3,-28
CCN(CC)S(=O)(=O)c1cccc(NC(=O)COC(=O)C2=COCCO2)c1,-5,-13,3,-9,-3,5,13,14,6,-5,11
O=C(Nc1ccccc1Cl)c1ccccc1CC(O)(c1ccccc1)c1ccccc1,0,7,14,6,1,6,-6,-3,-14,14,13
CCCCCCCC(O)CC(CC1CCCCC1)C(=O)NN (stereo unspecified),-1,-4,-33,-4,5,19,-7,-31,5,-2,25
COc1ccc(OC)c2[nH]c(=O)c(CCNC(=O)c3ccc(S(=O)(=O)N(C)C)cc3)cc12,-3,-10,3,15,3,-4,-6,-17,14,0,-7
Cc1ccc(CN2CC(N3CCN(C)CC3)CS2(=O)=O)cc1 (stereo unspecified),-19,-1,0,10,6,-5,·,-15,-14,5,3
Cc1ccc(NC(=O)NNC(=O)c2snnc2C)cc1,-5,-17,-11,-42,3,-29,2,-7,-8,-2,-4
Cc1sc2ncn(CC(=O)N3CCN(c4ccc(F)cc4)CC3)c(=O)c2c1S(=O)(=O)N1CCOCC1,12,-8,-8,1,-2,-8,3,10,-2,13,21
CS(=O)(=O)N1CCCC(C(=O)N2CCN(c3cccc(Cl)c3)CC2)C1 (stereo unspecified),-4,-14,-4,-14,-2,-2,-5,12,-22,0,-11
COc1ccc(C(=O)N(c2ccc(C)cc2)C2C=CS(=O)(=O)C2)cc1OC (stereo unspecified),-8,-5,10,-1,1,7,-1,7,15,4,-17
O=C(CSc1nnc(-c2ccncc2)o1)N1CCCCCC1,-11,12,-11,-3,1,-8,-8,-13,7,-1,-28
Cc1sc(NC(=O)C2=COCCO2)nc1-c1ccc(Br)cc1,-5,0,-49,-12,-14,-15,-1,-35,-43,0,-30
COc1ccc(C2CC(c3c(Cl)cccc3Cl)n3nc(N)nc3N2)cc1 (stereo unspecified),-15,-21,10,2,-4,12,1,0,-6,1,-4
Cc1cc(-c2ccc(Br)cc2)n2nc(C)cc2n1,-16,-3,18,-13,2,31,-14,1,10,0,-12
N#Cc1ccccc1NC(=O)c1ccc2c(c1)OCCO2,-13,-71,-46,-33,2,-94,6,-31,-63,0,-7
COc1ccc(C)cc1NC(=O)c1cnc2scc(C)n2c1=O,0,-12,-13,2,8,10,-1,-28,2,-4,-19
CCCCNC(=O)c1ccccc1NC(=O)CN(c1ccccc1)S(=O)(=O)N(C)C,-5,10,-34,14,-2,-4,0,-24,12,-4,9
COc1ccc(-c2nc(CS(=O)(=O)CC(=O)NCCc3ccc(C)cc3)c(C)o2)cc1,5,-22,7,2,0,-16,-6,-11,0,-5,-7
CC(C)NS(=O)(=O)c1ccc(NC(=O)C(C)OC(=O)CCC2CCCC2)cc1 (stereo unspecified),-4,1,4,9,3,6,-4,11,12,-12,-14
O=C(CCCN1C(=O)C(c2ccccc2)Oc2cccnc21)Nc1cccc(F)c1 (stereo unspecified),9,-15,-16,12,-8,0,4,8,13,1,-2
COc1ccc(C2N=C(c3ccccc3)C(C)(C)N2O)cc1 (stereo unspecified),9,-17,-8,2,-1,-21,-3,-12,-2,2,15
Cc1cc(NC(=O)COC(=O)COc2ccc(Cl)c(C)c2)no1,-7,10,9,-8,2,0,-16,-13,-2,5,-8
COc1ccc(C(C)=O)cc1COC(=O)Cc1n[nH]c(=O)c2ccccc12,-2,15,1,-8,7,3,-2,-30,-5,15,3
C[C@H](CO)N1C[C@H](C)[C@@H](CN(C)C(=O)c2cnccn2)Oc2ncc(Br)cc2C1=O,-12,-4,7,-4,-1,22,-7,14,13,0,-7
CC(=O)Nc1cccc(C(=O)N/N=C/c2c[nH]c3ccccc23)c1,4,-12,-18,-17,-9,11,6,-26,-51,-13,-6
CC1CCCCC1NC(=O)Cn1ncc2ccccc21 (stereo unspecified),7,-4,5,-2,6,28,0,-8,13,6,20
CCCCCNC(=O)Cc1cc(=O)[nH]c(=O)[nH]1,-1,5,4,14,4,9,9,5,-3,-1,-4
Cc1nc(Cl)nc(N(C)c2ccccc2)c1[N+](=O)[O-],-3,14,0,0,0,6,3,0,9,-8,1
CCOC(=O)N1CCN(S(=O)(=O)c2cc(Cl)c(OC)cc2Cl)CC1,-12,8,6,2,2,11,6,-10,9,3,-37
O=C(CC1SC(=O)N(c2ccccc2)C1=O)Nc1cccc2ccccc12 (stereo unspecified),4,-8,-48,8,-8,-8,2,17,-17,53,2
COc1ccc(CN2CCN(C)CC2)cc1OCc1ccccc1,-11,6,1,-8,3,1,-7,16,-12,-2,-2
Cc1ccc(C2(C)NC(=O)N(CC(=O)Nc3ccc4c(c3)OCO4)C2=O)cc1 (stereo unspecified),-6,-2,-1,4,-1,25,-3,-4,-6,0,-19
O=C(c1cccc(NS(=O)(=O)c2ccc(F)c(F)c2)c1)N1CCN(C(c2ccccc2)c2ccccc2)CC1,-9,11,17,-3,13,14,-2,8,7,37,57*
# More structures:
SMILES,NOD2-RIPK2 inh,TROY signal inh,NCOA1 inh,NR2F2 inh,ABHD5 PLIN5 PPI,NR5A2 inv ag,TLR9-MyD88 inh,NCOA2 inhibitor,SRC3 inh,Exocytosis inh,TWEAK-Fn14 inh
O=c1c(Cl)c(N/N=C/c2ccc(Br)cc2)cnn1-c1ccccc1,-2,-29,-2,9,2,21,-6,-34,-1,0,-18
CN(C)/C=C/C(=O)/C=C/c1ccc(Cl)cc1Cl,-15,-19,-70,-3,8,-18,-6,-36,-52,1,1
COC(=O)c1nn(C)c(=O)[nH]c1=O,-13,6,-8,-5,1,18,-1,12,7,4,23
Nc1ccc(SCc2cccnc2)cc1,1,0,1,-7,2,-4,-18,-15,0,3,-9
CCN(CC)c1ccc(NC(=O)C2CCC(CNc3c(N4CCCC4)c(=O)c3=O)CC2)c(C)c1 (stereo unspecified),-6,1,-1,15,-5,10,2,-10,16,-1,10
COc1ccc(-c2cc(C(=O)Nc3c(C)n(C)n(-c4ccccc4)c3=O)c3ccccc3n2)cc1OC,1,-1,6,-16,-16,14,-1,-3,-3,-4,-2
Cc1ccc2c(c1)CN1CN2Cc2cc(C)ccc21,-2,-4,7,-3,-2,-21,-1,-4,0,0,4
O=C(O)CCCn1cc(NC(=O)COc2ccc(F)cc2)cn1,-6,-18,-8,-2,4,11,9,-10,-11,-3,8

# Molecules shown so far containing a COOH group:
SMILES,NOD2-RIPK2 inh,TROY signal inh,NCOA1 inh,NR2F2 inh,ABHD5 PLIN5 PPI,NR5A2 inv ag,TLR9-MyD88 inh,NCOA2 inhibitor,SRC3 inh,Exocytosis inh,TWEAK-Fn14 inh
CC(C)C[C@H](NC(=O)Nc1ccc(Oc2ccccc2)cc1)C(=O)O,-3,-15,-8,-10,-1,3,-3,-21,19,-2,-1
O=C(O)CCCn1cc(NC(=O)COc2ccc(F)cc2)cn1,-6,-18,-8,-2,4,11,9,-10,-11,-3,8
